Bioassay records from PubChem.
CHRM5 agonist – human M5 muscarinic receptor agonists, primary screen, CHO-K1 cells, Fluo-8 calcium fluorescence; Muscarinic acetylcholine receptor M5 (Homo sapiens), P08912; CHO-K1 hM5 cells; 0% DMSO wells, 100% maximal acetylcholine response; activation, % at 3 µM; hit rate 0.19% among 360,000; AID 624037, 2012;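 active = activation above the run's mean over test compounds plus 3 SD, cut at about 23% in these data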;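 note: signal is peak over basal fluorescence ratio across the kinetic read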
CRFR2-BP ag – agonists of CRF-BP/CRF-R2 complex, primary screen, cell-based, HEK293, calcium dye fluorescence, uHTS; CRF-binding protein / CRF receptor 2 complex (human); AID 588473, 2011; hit rate 0.46% among 350,000; calcium dye fluorescence (FLIPR); percent of saturating CRF peptide response; activation, % at 13.2 µM;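 active = activation of at least 50%, plus an integration ratio under a set limit after plate pattern correction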;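 note: plate controls were neutral control wells without compound for no effect and CRF at EC100 for full effect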
IDE inh – human IDE inhibitors in live cells, primary screen, fluorescence polarization, HEK cells, FAbetaB substrate | inhibition, % at 5.59 µM | Insulin-degrading enzyme (Homo sapiens), P14735 | hit rate 0.41% among 320,000 | FAbetaB cleavage;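 active = percent inhibition above the average of all tested compounds plus 3 SD, set per screening campaign, cut at about 16% in these data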;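 note: IDE supplied by intact live HEK cells; FP after avidin binding of uncleaved biotin substrate so inhibition keeps polarization high; 0% = DMSO wells and 100% = 60 µM reference IDE inhibitor Ii1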
Target sequence (P14735 whole entry, looked up): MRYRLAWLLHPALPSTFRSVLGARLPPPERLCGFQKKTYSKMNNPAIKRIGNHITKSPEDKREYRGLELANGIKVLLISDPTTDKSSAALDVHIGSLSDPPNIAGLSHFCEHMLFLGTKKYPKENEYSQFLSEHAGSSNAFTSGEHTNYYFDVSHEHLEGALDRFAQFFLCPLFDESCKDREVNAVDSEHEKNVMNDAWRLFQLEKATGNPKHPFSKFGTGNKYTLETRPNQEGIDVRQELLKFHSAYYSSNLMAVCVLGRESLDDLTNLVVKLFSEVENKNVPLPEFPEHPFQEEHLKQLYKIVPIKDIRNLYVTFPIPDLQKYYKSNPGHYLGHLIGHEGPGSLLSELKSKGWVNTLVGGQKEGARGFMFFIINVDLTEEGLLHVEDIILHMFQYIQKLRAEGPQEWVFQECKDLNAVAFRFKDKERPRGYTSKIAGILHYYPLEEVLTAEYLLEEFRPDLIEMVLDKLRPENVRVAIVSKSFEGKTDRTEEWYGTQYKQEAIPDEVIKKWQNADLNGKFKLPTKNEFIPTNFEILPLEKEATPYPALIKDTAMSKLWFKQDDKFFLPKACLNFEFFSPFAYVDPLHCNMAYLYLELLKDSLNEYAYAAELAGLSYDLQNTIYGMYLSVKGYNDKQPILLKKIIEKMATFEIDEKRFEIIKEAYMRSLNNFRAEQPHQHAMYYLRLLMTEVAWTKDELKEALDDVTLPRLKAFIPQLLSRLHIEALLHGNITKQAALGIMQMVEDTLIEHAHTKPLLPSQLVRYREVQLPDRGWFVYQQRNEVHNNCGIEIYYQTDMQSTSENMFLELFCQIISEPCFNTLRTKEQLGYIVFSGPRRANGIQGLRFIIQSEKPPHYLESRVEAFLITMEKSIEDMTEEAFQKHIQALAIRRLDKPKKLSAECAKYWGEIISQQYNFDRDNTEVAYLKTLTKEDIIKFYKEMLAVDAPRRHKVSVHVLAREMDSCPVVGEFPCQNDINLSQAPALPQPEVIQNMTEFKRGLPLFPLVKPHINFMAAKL
CRFBP-R2 block – antagonists of CRF-BP/CRF-R2 complex, primary screen, cell-based, HEK293, calcium dye fluorescence, uHTS; inhibition, % at 11.8 µM; CRF-induced calcium fluorescence; hit rate 0.59% among 350,000;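 active = inhibition of the ligand-induced calcium signal above about 50% at the single tested concentration, limit read from the data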
M4 ag – human M4 muscarinic receptor agonists, primary screen, CHO-K1 cells, Fluo-8 calcium fluorescence; activation, % at 3 µM; Muscarinic acetylcholine receptor M4 (Homo sapiens), P08173; CHO-K1 hM4/Gqi5; vehicle 0%, full acetylcholine response 100%; hit rate 0.14% among 360,000; AID 624127, 2012;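 active = activation above the run mean over all test wells plus 3 SD, cut at about 32% in these data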;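 note: peak over basal fluorescence ratio per well then scaled between controls; 0% = DMSO wells and 100% = acetylcholine at EC100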
CHRM4 PAM – human M4 muscarinic receptor positive allosteric modulators, primary screen, CHO-K1 cells, Fluo-8 calcium fluorescence; hit rate 0.4% among 360,000; CHO-K1 hM4/Gqi5, ACh EC20; 0% = ACh EC20, 100% = maximal ACh; Muscarinic acetylcholine receptor M4 (Homo sapiens), P08173; activation, % at 3 µM;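 active = activation above its plate's cutoff, the mean activation of sample wells plus 3 SD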; note: some results filed as inactive read as strong as hits
CHRM5 antagonist – human M5 muscarinic receptor antagonists, primary screen, CHO cells, Fluo-8 calcium fluorescence; CHO-hM5 cells, ACh EC80; inhibition, % at 3 µM; hit rate 0.59% among 360,000; AID 624040, 2012;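 active = inhibition above a per-plate cutoff, the mean of that plate's test compounds plus 3 SD, cut at about 27% in these data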;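 note: 0% = acetylcholine EC80 with DMSO and 100% = DMSO without agonist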
CHRM4 antagonist – human M4 muscarinic receptor antagonists, primary screen, CHO cells, Fluo-8 calcium fluorescence. AID 624125, 2012. Muscarinic acetylcholine receptor M4 (Homo sapiens), P08173. hit rate 0.73% among 360,000. inhibition, % at 3 µM. CHO-hM4 cells, ACh EC80;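 active = inhibition above its plate's cutoff, the mean inhibition of sample wells plus 3 SD, cut at about 27% in these data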;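 note: 0% = acetylcholine EC80 with DMSO and 100% = DMSO without agonist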
CHRM5 PAM – human M5 muscarinic receptor positive allosteric modulators, primary screen, CHO-K1 cells, Fluo-8 calcium fluorescence; hit rate 0.3% among 360,000; Muscarinic acetylcholine receptor M5 (Homo sapiens), P08912; activation, % at 3 µM; CHO-K1 hM5, ACh EC20 PAM; 0% = ACh EC20, 100% = ACh EC100;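 active = activation above the run cutoff, the mean activation of all test compounds plus 3 SD, cut at about 18% in these data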
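Replicates: One well per compound, no replicates | System: Human M5 receptor in CHO-K1 cells | Benchmarks: Low control EC20 acetylcholine (0%), high control EC100 acetylcholine (100%) | Probe or stimulus: Acetylcholine, EC20 level | Times: Fluo-8 loading 80 min at 37 °C plus 30 min room temperature | Signal: Intracellular calcium via Fluo-8 fluorescence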
Numbers without * were called inactive; . = no result given.

SMILES	CHRM5 agonist	CRFR2-BP ag	IDE inh	CRFBP-R2 block	M4 ag	CHRM4 PAM	CHRM5 antagonist	CHRM4 antagonist	CHRM5 PAM
CC(C)(C)C1CCC2(CC1)NC(=S)N(c1ccccc1)N2 (configuration not stated)	-1	-0.1	3	-10	0	11	11	6	-2
Nc1nonc1-n1nnc(C(=O)N/N=C/c2cccc(F)c2)c1CN1CCCC1	0	-2.0	-3	5	1	-1	-5	-9	-7
O=[N+]([O-])c1ccc(O)c(-c2nn[nH]n2)c1	-2	0.9	-3	-1	0	4	-2	4	0
COc1ccc(N2CC(C(=O)Nc3cc(C)on3)CC2=O)cc1 (configuration not stated)	1	-1.0	-2	3	-1	-4	3	1	-3
Clc1ccc(CSc2nnc(-c3ccccn3)n2Cc2ccco2)cc1Cl	-1	.	.	.	0	-3	6	-2	-4
CN1/C(=C\C(=O)Nc2ccc(Br)cc2)C(C)(C)c2ccccc21	-3	3.2	3	-20	-1	4	-1	-10	-4
Cc1oc(-c2cccc(C(F)(F)F)c2)nc1CN1CCC[C@H]1CO	-3	-0.3	-3	-4	0	-7	-8	2	-7
COc1ccc(C(=O)NCc2c(C)oc(C)c2C(=O)O)cc1	-1	0.5	-2	-8	1	4	9	-7	8
Cc1c(C)[n+](=O)c2c(n1[O-])CCCCC2	-2	-0.3	7	1	0	3	-1	-4	-5
CCC1(CC)Cc2ccccc2-c2nc(NN)[nH]c(=O)c21	6	-1.8	2	1	-2	9	10	-9	-4
CCC(C)(C)n1nnnc1C(c1cc(OC)ccc1OC)N1CCN(Cc2ccccc2)CC1 (configuration not stated)	-4	2.7	-1	4	0	0	-13	-4	9
Cc1ccc(CNC(=O)C(NS(=O)(=O)c2ccc3nc(C)sc3c2)C(C)C)cc1 (configuration not stated)	-2	-0.1	-2	0	1	3	0	19	-10
Cc1ccc(C(=O)Nc2sc3c(c2C(=O)O)CCCCC3)o1	-3	-0.7	5	22	1	-6	0	11	9
CCN(CC)S(=O)(=O)c1ccc2c(c1)N(CC(=O)N1CCC(C(N)=O)CC1)C(=O)CO2	-5	0.0	0	26	0	4	5	3	-2
Cc1ccc(N2CC(C(=O)NCc3n[nH]c(=O)c4ccccc34)CC2=O)cc1C (configuration not stated)	0	0.8	-3	-3	-1	-2	3	3	-5
Cc1nc2cc(-c3ccc(Cl)cc3)nn2c(NCCN(C)C)c1C	-6	0.4	4	0	2	0	2	-8	-3
CC(NS(=O)(=O)c1ccc(Br)cc1)C(=O)NCc1ccc2c(c1)OCO2 (configuration not stated)	-7	-3.8	1	6	2	-1	-17	1	6
Cn1c(=O)c2c(nc(-n3ccnc3)n2Cc2ccc([N+](=O)[O-])cc2)n(C)c1=O	0	1.7	-1	12	1	7	8	-8	-5
CC(=O)c1ccc(S(=O)(=O)N2CCN(C(C)=O)CC2)cc1	4	-0.1	0	5	0	3	2	-7	2
Oc1ccccc1CN(Cc1ccco1)CC(O)COCc1ccc(Cl)cc1 (configuration not stated)	-3	0.6	1	-8	4	9	4	-16	-1
CN(C)c1ccc(/C=C/C(=O)c2ccccc2O)cc1	1	29	12	-77	3	-4	6	2	-7
Cc1cc2oc(=O)cc(Cn3ccnc3)c2cc1Cl	0	0.5	3	-8	0	-3	7	3	-4
Cc1c(O)c(CN2CCCCC2)cc2c3c(c(=O)oc12)CCC3	-7	0.5	-1	-1	-1	1	-5	14	-1
Fc1ccccc1OCC1CCCN(Cc2nc(CC3CC3)no2)C1 (configuration not stated)	-3	0.5	11	-5	1	-4	-6	6	3
CN(C)CCN(C(=O)c1ccc2ccccc2c1)c1nc2cc3c(cc2s1)OCCO3	-5	0.3	7	-15	1	1	2	-8	-6
CCOc1ccc(-c2n[nH]c(=S)c3ccccc23)cc1	-8	-0.4	-2	-5	-1	3	1	-11	-1
O=C(c1ccc([N+](=O)[O-])cc1[N+](=O)[O-])N1CCc2ccccc21	-22	-0.9	3	-8	1	-2	-3	3	-3
CC(=O)Nc1nc(C)c(Oc2cccc(C(F)(F)F)c2)c(=O)[nH]1	1	-0.4	1	10	0	4	-2	-1	4
COc1ccc(CC(=O)Nc2c(C(N)=O)oc3ccccc23)cc1OC	8	0.6	-1	-7	8	-4	-5	1	-7
Cc1ccc(S(=O)(=O)NN=Cc2ccc(N3CCOCC3)cc2)cc1[N+](=O)[O-]	2	-1.1	-7	-20	1	1	-5	10	7
CC(C)COc1ccc(S(=O)(=O)n2cc(F)c(=O)[nH]c2=O)cc1	1	0.7	4	2	3	-2	-8	0	2
COc1ccc(C(=O)OC(C(=O)c2ccccc2)c2ccccc2)cc1 (configuration not stated)	-5	2.3	0	4	0	-3	2	0	-2
CC(C)OP(=O)(OC(C)C)C(Nc1ccccc1)c1cccc([N+](=O)[O-])c1 (configuration not stated)	4	-4.6	4	-23	0	-4	4	5	7
O=C(CCCN1C(=O)/C(=C/c2cccc(Br)c2)SC1=S)Nc1ccccn1	1	-1.6	2	4	2	3	-1	11	0
Cc1ccc(NC(=O)CN2C(=O)CC(C)S(=O)(=O)c3ccccc32)cc1 (configuration not stated)	-3	-1.0	-6	-14	1	-4	6	12	-2
S=C(Nc1cccnc1)Nc1ccccn1	-2	3.5	4	-11	2	5	-5	-6	2
CCOC(=O)C1(Nc2nccs2)Sc2ccccc2NC1=O (configuration not stated)	3	-0.6	4	1	3	-5	6	8	-12
Cc1cccc(NC(=O)NCCc2ccc(Cl)cc2)c1	6	-0.3	7	10	10	11	-5	-3	-6
COc1ccc(-c2nn3c(=O)c(C)nnc3s2)cc1	-4	-0.7	.	7	2	1	5	-5	-2
CC(=O)Nc1ccc(NC(=O)CSc2ncc(C(=O)Nc3ccc(Cl)cc3)c(=O)n2C)cc1	3	-1.7	-2	9	1	2	-3	1	7
COCCOC(=O)c1c(C)n(C)c2ccc(OC(=O)c3cccs3)cc12	2	-0.3	2	-28	0	-1	-11	0	1
Cc1ccc(NC(=O)CSc2nnc(CNC(=O)c3cccs3)o2)cc1	-2	-0.5	0	-4	0	-6	3	7	-3
COc1ccc(-c2cccc(C(=O)N3CCOCC3)c2)cc1	-4	-1.0	2	4	1	-1	3	-13	-2
COc1ccccc1CNC(=O)c1cccc(S(=O)(=O)N2CCN(C)CC2)c1	3	-4.9	4	-4	16	-3	13	-10	-10
Cc1cc(C)cc(NS(=O)(=O)c2cccs2)c1	-4	-0.1	6	11	0	-4	7	-1	1
COc1ccc(C2C(C(=O)O)CCC(=O)N2c2ccc(OC)cc2)cc1 (configuration not stated)	1	5.1	-1	-18	2	-4	-5	2	-4
CC(C)CC(=O)Nc1ccc2c(c1)oc1ccccc12	-5	3.0	3	-15	1	5	-10	-7	8
CCOC(=O)Cc1csc(NC(=O)c2sc3nc4ccc(CC)cc4cc3c2N)n1	0	1.2	10	-17	1	20	-3	-8	10
COc1ccc(N(C(=O)c2ccncc2)S(=O)(=O)c2cccs2)cc1	3	-1.4	-2	25	-1	4	-11	-9	4
CCOC(=O)CCNC(=O)N1CCC(CCOc2ccccc2)(C(=O)OCC)CC1	-1	-1.1	-3	25	2	-2	6	9	1

Complete entries as entered above.
Shown for Cc1cc(C)cc(NS(=O)(=O)c2cccs2)c1 : CHRM5 agonist = -4; CRFR2-BP ag = -0.1; IDE inh = 6; CRFBP-R2 block = 11; M4 ag = 0; CHRM4 PAM = -4; CHRM5 antagonist = 7; CHRM4 antagonist = -1; CHRM5 PAM = 1
Shown for COc1ccc(N(C(=O)c2ccncc2)S(=O)(=O)c2cccs2)cc1 : CHRM5 agonist = 3; CRFR2-BP ag = -1.4; IDE inh = -2; CRFBP-R2 block = 25; M4 ag = -1; CHRM4 PAM = 4; CHRM5 antagonist = -11; CHRM4 antagonist = -9; CHRM5 PAM = 4

Further compounds
SMILES	CHRM5 agonist	CRFR2-BP ag	IDE inh	CRFBP-R2 block	M4 ag	CHRM4 PAM	CHRM5 antagonist	CHRM4 antagonist	CHRM5 PAM
CS(=O)(=O)N1CCC(C(=O)Nc2ccc(Oc3ccccc3)cc2)CC1	0	0.6	9	-15	4	-17	1	8	5
CC12C(=O)N(c3ccc(OC(=O)c4ccco4)cc3)C(=O)C1C1c3ccccc3C2c2ccccc21 (configuration not stated)	-3	5.9	6	26	0	-1	-8	1	4
COc1ccccc1OCCCCCCN1CCOCC1	-11	3.8	0	-21	1	-9	-1	-1	-1
Cc1ccc(S(=O)(=O)CCC(=O)OCCOc2ccc(Br)cc2)cc1	6	-1.4	.	19	5	-5	-8	-1	-5
Cc1cc2c(c(=O)n1Cc1ccco1)C(c1ccccc1)C(C#N)=C(N)O2 (configuration not stated)	-3	-3.5	-4	-13	1	-4	-3	-8	-3
COc1ccc(C(=O)N2CC(=O)Nc3ccccc32)cc1S(=O)(=O)N1CCCC1	-6	1.9	2	-9	1	1	15	-4	-4
CC1(c2ccc(Cl)cc2Cl)NC(=O)N(CC(=O)NC2CCCCC2)C1=O (configuration not stated)	2	-0.3	-2	-10	1	6	4	13	1
CCCc1nc2c(s1)CCc1onc(-c3ccc(Br)cc3)c1-2	0	3.0	-1	1	0	12	6	-19	1
CCOC(=O)c1c(C)n(C)c2ccc(OC(=O)c3ccc(N4C(=O)CCC4=O)cc3)cc12	-1	-0.4	4	-19	9	5	2	-9	-11
Cc1coc2cc3oc(=O)cc(C)c3cc12	0	-0.9	6	-4	0	6	8	3	-3
CCCCCc1ccc(C(=O)CCCC)c(=S)[nH]1	-3	-1.7	2	22	0	-2	-10	2	3
NC(=O)c1ccc(-n2nnnc2Oc2ccc(Br)cc2)cc1	2	-2.3	0	2	0	-7	7	1	0
COc1ccc(C(=O)NCCNC(C)=O)cc1S(=O)(=O)NCc1ccc(Cl)cc1	-1	1.4	2	7	1	2	7	2	-5
Nc1nnnn1/N=C/c1ccc(F)cc1	-2	-2.5	-2	13	0	-8	3	4	-4
COc1ccc(-n2nnc3c(=O)n(C/C=C/c4ccccc4)cnc32)cc1	0	4.2	-6	-16	1	11	4	7	-1
Brc1ccccc1/C=N/N1CCCCC1	0	-1.5	6	-13	1	-2	2	-2	-3
CCOC(=O)c1c(NC(=O)CCN2CCOCC2)sc2c1CC(C)(C)OC2	3	-3.5	5	30	1	-7	-2	5	3
Cc1c(C(=O)NCCN(C)C)oc2ccc(S(=O)(=O)N3CCC4(CC3)OCCO4)cc12	-5	1.8	-1	-22	2	16	-4	-26	2
O=C(/C=C/c1ccc2c(c1)OCO2)Nc1cc(S(=O)(=O)N2CCOCC2)ccc1N1CCOCC1	0	-1.5	8	16	0	-2	1	4	0
Cc1ccc(C(=O)NCC2CCCO2)o1 (configuration not stated)	-4	-0.6	6	11	1	8	0	-5	-1
